# OX1R antag-1: blocks the human orexin 1 receptor | actives 1.8% (n = 330,000) | AID 485270 | inhibition, % at 6.6 µM | O43613 | OX1R-expressing cells, FRET antagonist read-out; in the data active = inhibition mostly above about 38%, no sharp cut-off; inactive = mostly below about 40%;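 note: 0% = agonist challenge alone and 100% = reference antagonist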
# Target sequence (O43613 whole entry, looked up): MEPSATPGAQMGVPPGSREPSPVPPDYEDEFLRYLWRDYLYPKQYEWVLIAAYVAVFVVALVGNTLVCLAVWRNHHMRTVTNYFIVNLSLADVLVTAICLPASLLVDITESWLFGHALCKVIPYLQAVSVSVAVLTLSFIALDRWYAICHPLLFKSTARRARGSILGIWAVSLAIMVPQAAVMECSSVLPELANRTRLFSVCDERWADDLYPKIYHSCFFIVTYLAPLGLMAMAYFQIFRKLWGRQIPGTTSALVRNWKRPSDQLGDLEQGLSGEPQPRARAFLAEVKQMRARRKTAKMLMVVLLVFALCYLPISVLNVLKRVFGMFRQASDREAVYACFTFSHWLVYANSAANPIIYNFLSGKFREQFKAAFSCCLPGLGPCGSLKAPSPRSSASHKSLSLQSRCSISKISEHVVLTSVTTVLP
# OX1R antag-2: antagonists of human orexin 1 receptor | O43613 | CHO/OX1R cells, Fluo-8 calcium fluorescence, orexin A | inhibition, % at 5 µM | actives 0.43% (n = 330,000) | AID 434989;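 active = inhibition above its plate's threshold, mean inhibition of all tested compounds on the plate plus 3 SD, cut at about 37% in these data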;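 note: 0% = orexin A challenge wells and 100% = SB-334867-A antagonist wells; not every result past the cut was called active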
# Numbers without * were called inactive.
SMILES,OX1R antag-1,OX1R antag-2
Cc1ccc(S(=O)(=O)CCC(=O)N(CCN2CCOCC2)c2nc3ccccc3s2)cc1,14,-14
CC1CCCC/C1=N\NC(=S)Nc1cccnc1 (centres undefined),7,-20
COc1ccc(NC(=O)N(C)C[C@H]2Oc3c(NC(=O)NC(C)C)cccc3C(=O)N([C@H](C)CO)C[C@@H]2C)cc1,5,-16
CCOC(=O)c1c(C)oc2ccc(O)cc12,28,-8
CCc1nc(SCC(=O)NNC(=O)C2CCCCC2)c2ccccc2n1,9,-14
Cn1cnc([N+](=O)[O-])c1Oc1cccc2ccccc12,85*,-8
COc1ccccc1/C=C/c1nc(S(=O)(=O)c2ccccc2)c(N(C)C)o1,4,-15
COc1ccc(C(=O)Nn2c(C3CCC3)nc3ccccc3c2=O)c(OC)c1,8,-33
Cc1cccc(C(=O)OC(C)CN2CCN(C)CC2)c1 (centres undefined),15,-11
COCCCN1C(=O)c2[nH]nc(-c3ccccc3O)c2C1c1cccc(Cl)c1 (centres undefined),2,-36
CCCNC(=O)C(Cc1ccccc1F)NC(=O)c1ccc(C#N)cc1 (centres undefined),2,-10
CCCCOC(=O)c1nnc(-c2ccccc2)o1,2,-9
Cc1cccc2c1NC1(CCCC1)CC2C (centres undefined),2,-15
O=C(O)CC(CC(=O)Nc1nncs1)c1ccccc1 (centres undefined),10,-2
COCC(C)NC(=O)c1cc(-c2ccccc2OC)on1 (centres undefined),27,-15
O=C(O)C1CC=CCC1C(=O)Nc1cccc(F)c1 (centres undefined),-4,2
Cc1ccc2[nH]c(=O)c(CN(CCCO)S(=O)(=O)c3c(C)ccc4nsnc34)cc2c1,22,-37
Nc1c(NCCC2=CCCCC2)c(=O)[nH]c(=O)n1Cc1ccccc1,11,-34
Cc1cc(C)c(S(=O)(=O)N2CCN(C(=O)c3cc4ccccc4oc3=O)CC2)c(C)c1,3,-20
CCOc1cccc(NC(=O)C2CC(=O)N(C)C(=Nc3ccccc3)S2)c1 (centres undefined),9,-2
CC(CC(=O)Nc1ccc(S(=O)(=O)Nc2ncccn2)cc1)c1ccccc1 (centres undefined),16,-15
CCn1c(N2CCN(C(=S)NCC(C)C)CC2)nc2ccccc21,0,-12
CC(C)c1ccc(OCc2nnc(SCC(=O)N3CCCCC3)o2)cc1,15,-17
CCOc1cc(S(=O)(=O)Nc2ccccc2CC)ccc1Cl,34,56*
Cc1[nH]c(=O)[nH]c(=O)c1S(=O)(=O)NCCc1ccc(S(N)(=O)=O)cc1,9,-3
Cc1nn(C)c(C)c1/C=N/NC(=O)CCn1nc(C)c([N+](=O)[O-])c1C,9,-6
COc1cccc(/C=N/NC(=O)c2nnn(-c3nonc3N)c2C(C)C)c1,35,-21
O=C(CCN1C(=O)/C(=C\c2cccs2)SC1=S)Nc1ccccn1,26,-15
COc1cc(C=O)ccc1OCC(=O)N1CCCC1,7,-4
CCOC(=O)CSC1=C(C#N)C(c2ccccc2OCC)C(C#N)C(=O)N1 (centres undefined),13,-4
CN(C)c1ccc(/C=C/C(=O)c2cc(Cl)ccc2O)cc1,-7,11
COc1ccc(F)cc1S(=O)(=O)NCC1CCCO1 (centres undefined),20,-4
COc1ccc(/C=N/NC(=O)c2ccoc2C)cc1COc1c(C)cccc1C,37,51*
CCOC(=O)C(C)c1c(C(=O)c2ccc(C)nc2)c2ccccc2n1C (centres undefined),7,-27
CCCCn1c(N)c(N(CC(C)C)C(=O)C2CSC3(C)CCC(=O)N23)c(=O)[nH]c1=O (centres undefined),6,0
CCCn1nnc(NC(=O)c2cccc(Cl)c2)n1,30,-4
CCCNC(=O)C(Cc1ccc(F)cc1)NC(=O)c1ccc(C#N)cc1 (centres undefined),1,-8
Cc1cc(N2CCC(C(=O)NC3CC3)CC2)nc(-c2ccccc2)n1,9,-5
Cc1ccc(S(=O)(=O)/N=C2/NC(=O)/C(=C/c3cc([N+](=O)[O-])ccc3O)S2)cc1,20,43*
COc1ccc(CN2CCNC(=O)C2CC(=O)NC2CC(C)(C)CC(C)(C)C2)cc1OC (centres undefined),6,-27
O=C1CCCC2=C1C(c1ccco1)Nc1ccc(C(=O)c3ccccc3)cc1N2 (centres undefined),19,-29
O=C1NC(=O)C2C1C(c1ccccc1)N1C3C(=O)NC(=O)C3C(c3ccccc3)N21 (centres undefined),10,3
Cc1cc(Cl)c2oc(C(=O)N3CCC(O)(c4ccccc4)CC3)c(C)c2c1,12,-19
Cc1ccc(N(C)S(=O)(=O)c2cccc(C(=O)NC3=NCCS3)c2)cc1,28,-14
COc1ccc(CCn2c3c(c(=O)[nH]c2=O)C(NC(=O)c2cccs2)(C(F)(F)F)C(=O)N3)cc1OC (centres undefined),7,-5
COCC1CCN(Cc2cn[nH]c2-c2ccc(OC)cc2F)C1 (centres undefined),7,-39
CC(=O)N1CCN(C(=O)c2ccc(OC3CCN(CCc4ccccc4)CC3)cc2)CC1,12,-18
CCC(=O)N(Cc1cc(=O)[nH]c2ccccc12)c1ccc(C)cc1,24,-22
C/C(=N\NC(=O)c1cccc(C)c1O)c1ccc(NC(=O)Cc2ccccc2)cc1,31,-9
Cc1ccc(OCC(=O)NNC(=S)NC(=O)C(C)(C)C)c(Br)c1,6,-3
# Other compounds:
SMILES,OX1R antag-1,OX1R antag-2
CCN=C1Cn2c(nc3scc(-c4ccccc4)c3c2=O)CN1CC,23,-13
COc1cccc(-c2nc(CS(=O)(=O)CC(=O)NCCCN3CCOCC3)c(C)o2)c1,15,-2
CN1C[C@@H]2C(c3ccccc3)C3(c4cccnc4)CC2(C3)[C@H]1c1ccccc1 (some centres undefined),23,-24
COc1ccc(C2=NOC(CNC(=S)N3CCOCC3)C2)cc1 (centres undefined),2,-8
CCOC(=O)N1CCN(Cc2oc(CO)cc(=O)c2O)CC1,0,2
N#Cc1nc(-c2ccc(OCc3ccc(Cl)cc3)cc2)oc1NCCCn1ccnc1,10,-2
COc1ccc(NC(=O)[C@@H](NC(=O)c2ccccc2)C(C)C)cc1S(=O)(=O)N1CCCCC1,6,-39
CC1CCN(c2nc3ccc(C(=O)NCCCN4CCCCC4C)cc3s2)CC1 (centres undefined),7,-17
CC(NCCC(Cc1ccccc1)c1ccco1)c1ccccc1 (centres undefined),8,-14
CCc1ccc(OCC(O)Cn2c(N3CCCCC3)nc3c2c(=O)[nH]c(=O)n3C)cc1 (centres undefined),13,-24
CCOCCCNC(=O)c1ccc2c(c1)N(Cc1ccccc1)C(=O)CS2=O (centres undefined),10,-14
CCCn1nnnc1SCC(=O)c1ccc(NC(C)=O)cc1,21,-6
Fc1cc(F)cc(-c2oncc2-c2nnnn2-c2ccccc2)c1,20,-29
Cc1ccc(/C=N/NC(=O)c2ccc(NC(=O)c3ccc(Cl)cc3)cc2)o1,3,-31
O=C(COC(=O)c1ccc(NS(=O)(=O)c2cccs2)cc1O)NCc1ccccc1,5,-7
Cc1onc(-c2c(F)cccc2Cl)c1C(=O)OCC(=O)c1c(N)n(C)c(=O)n(C)c1=O,33,-21
CCCS(=O)(=O)N1CCN(Cc2ccncc2)CC1,24,2
Cc1ccc(NS(=O)(=O)c2ccc(C)c(NC(=O)COc3ccccc3)c2)c(C)c1,39,-20
Cc1cc(OCC(=O)NC(C)C)cc(C)c1Br,16,-10
O=C(C1CCN(Cc2ccccc2O)CC1)N1CCN(Cc2ccc3c(c2)OCO3)CC1,3,-8
COC(=O)c1c(C)[nH]c(C(=O)COC(=O)Cc2ccc3c(c2)OCCO3)c1C,14,-17
CCc1cc(C(=O)Cc2ccccn2)c(O)cc1O,6,-12
O=c1cc(CO)occ1OCc1cccc(C(F)(F)F)c1,5,-5
CCCc1cc(=O)oc2c(CN3CCN(C)CC3)c(O)c(Cl)cc12,27,-9
Cc1ccc(OS(=O)(=O)c2ccccc2)c(/C=N/N=C2\NC(=O)C(C)S2)c1 (centres undefined),19,-9
O=C(NCCCN1CCCC1=O)Nc1ccc(Br)cc1Cl,3,-14
COc1ccc(/C(O)=C2\C(=O)C(=O)N(CCN(C)C)C2c2cc(OC)c(OC)c(OC)c2)c(C)c1 (centres undefined),2,-17
COCCCNc1nc2nonc2nc1N1CCN(Cc2cccc(C)c2)CC1,8,-25
CCC(C)(C(=O)NC1CCCCC1)N(Cc1cccs1)C(=O)c1ccccn1 (centres undefined),19,-21
O=C(NCc1cccs1)c1ccc(S(=O)(=O)N2CCOCC2)cc1,18,6

# Complete entries from above:
# Results for O=C(C1CCN(Cc2ccccc2O)CC1)N1CCN(Cc2ccc3c(c2)OCO3)CC1 → OX1R antag-1 = 3; OX1R antag-2 = -8
# Results for CCOCCCNC(=O)c1ccc2c(c1)N(Cc1ccccc1)C(=O)CS2=O (centres undefined) → OX1R antag-1 = 10; OX1R antag-2 = -14

# More entries.
SMILES,OX1R antag-1,OX1R antag-2
O=C(NCc1ccccc1)C(=O)NCC(c1ccco1)N1CCN(c2ccccc2F)CC1 (centres undefined),6,-25
CC1CCCN(C(=O)C2CCN(S(=O)(=O)c3cccc4nsnc34)CC2)C1 (centres undefined),31,-11
CC(C)NC(=O)c1ccc2c3n(nc2c1)-c1ccc(Cl)cc1CO3,35,-1
COc1cccc(CN2CC(C(=O)N(C)Cc3nc4ccc(F)cc4[nH]3)CCC2=O)c1 (centres undefined),11,-18
CN(C)CCNC(=O)Cn1nc(-c2ccc(Cl)cc2)ccc1=O,8,-5
CN(CCCC(=O)NCc1ccc2c(c1)OCO2)S(=O)(=O)c1ccc([N+](=O)[O-])cc1,66*,-13
Cc1ccsc1C(C(=O)NC1CCCCC1)N(C(=O)Cc1cccs1)C1CC1 (centres undefined),-4,-14
N#C/C(=C\c1ccc(Cl)cc1)c1nc2ccccc2o1,19,-7
COc1ccccc1CN1CCNC(=O)C1CC(=O)NCc1cn(C)nc1C (centres undefined),22,-8
CC1(C)Cc2ccccc2-c2nnnn21,11,-7
Cc1ccc(-c2csc3nc[nH]c(=O)c23)cc1C,19,-20
COc1ccc(C(=O)N2CCN(C(C)=O)CC2)cc1S(=O)(=O)N1CCOCC1,8,-7
Cc1c(C)c2ccc(OCC(=O)Nc3ccc(S(N)(=O)=O)cc3)c(C)c2oc1=O,18,5
CCOc1ccc(NC(=O)c2ccccc2NC(=O)CNC2CCCC(C)C2C)cc1 (centres undefined),5,-33
CCOC(=O)C1(CCOC)CCN(Cc2cc3ccccc3s2)CC1,15,-29
COc1ccccc1N1CCN(C(=O)CN2C(=O)c3ccccc3S2(=O)=O)CC1,18,-2
O=C(NC(=S)Nc1cccc(NC(=O)c2ccccc2)c1)c1cccc([N+](=O)[O-])c1,16,3
C/C(CC(C)C)=N\NS(=O)(=O)c1ccc(C)c([N+](=O)[O-])c1,7,-4
COc1ccc(S(=O)(=O)N2CCN(c3ccccn3)CC2)cc1[N+](=O)[O-],5,-12
O=C(NC1CCCCC1)C1CC(=O)N(Cc2ccccc2)C1 (centres undefined),26,-5
N=C1C(c2nc(-c3cccc([N+](=O)[O-])c3)cs2)=C(O)CN1NC(=O)c1ccco1,-3,-8
CCOC(=O)C1(C)NC(c2ccc(N(C)C)cc2)C2C(=O)N(c3ccc(OC)cc3)C(=O)C21 (centres undefined),14,-26
COC(=O)c1cc(Br)c(=O)n(CCc2ccc(O)cc2)c1,11,-22
CCOC(=O)c1ccc(Oc2nc(OC)cc(OC)n2)cc1,12,-7
COc1cc(OC)c(NS(=O)(=O)c2cc(C(=O)OCC(=O)NCC3CCCO3)ccc2OC)cc1Cl (centres undefined),7,-15

# Structures above containing an NH in an aromatic ring:
SMILES,OX1R antag-1,OX1R antag-2
COCCCN1C(=O)c2[nH]nc(-c3ccccc3O)c2C1c1cccc(Cl)c1 (centres undefined),2,-36
Cc1ccc2[nH]c(=O)c(CN(CCCO)S(=O)(=O)c3c(C)ccc4nsnc34)cc2c1,22,-37
Nc1c(NCCC2=CCCCC2)c(=O)[nH]c(=O)n1Cc1ccccc1,11,-34
Cc1[nH]c(=O)[nH]c(=O)c1S(=O)(=O)NCCc1ccc(S(N)(=O)=O)cc1,9,-3
CCCCn1c(N)c(N(CC(C)C)C(=O)C2CSC3(C)CCC(=O)N23)c(=O)[nH]c1=O (centres undefined),6,0
COc1ccc(CCn2c3c(c(=O)[nH]c2=O)C(NC(=O)c2cccs2)(C(F)(F)F)C(=O)N3)cc1OC (centres undefined),7,-5
COCC1CCN(Cc2cn[nH]c2-c2ccc(OC)cc2F)C1 (centres undefined),7,-39
CCC(=O)N(Cc1cc(=O)[nH]c2ccccc12)c1ccc(C)cc1,24,-22
CCc1ccc(OCC(O)Cn2c(N3CCCCC3)nc3c2c(=O)[nH]c(=O)n3C)cc1 (centres undefined),13,-24
COC(=O)c1c(C)[nH]c(C(=O)COC(=O)Cc2ccc3c(c2)OCCO3)c1C,14,-17
COc1cccc(CN2CC(C(=O)N(C)Cc3nc4ccc(F)cc4[nH]3)CCC2=O)c1 (centres undefined),11,-18
Cc1ccc(-c2csc3nc[nH]c(=O)c23)cc1C,19,-20
